Bioassay records deposited in PubChem by several laboratories.
LANA DNA inh – KSHV C-LANA DNA binding inhibition; inhibition, % at 9 µM; 340,000 compounds, 0.078% hits; MBP-C-LANA/FAM-LBS DNA binding, fluorescence polarization;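 active means highest replicate inhibition at or above 60% at 9 µM, even if other replicates fall short; inactive means all replicates below 60% inhibition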;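 further: 0% = neutral control wells and 100% = 4 µM acridine orange control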
RTF Ca sens inh – cardiac RTF calcium desensitization; P19429+P45379; IANBD-labeled cardiac RTF, Ca2+ fluorescence; inhibition, % at 7.15 µM; 340,000 compounds, 0.12% hits;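 active means inhibition above the mean inhibition of all tested compounds plus 3 SD, cut at about 17% in these data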;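 further: assay run at fixed EC70 calcium of 1.6 mM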
Keap1 Nrf2 FP – Keap1-Nrf2 (human) interaction inhibition; Q14145; Keap1 Kelch-Nrf2 peptide fluorescence polarization, 1536-well; 340,000 compounds, 0.15% hits; inhibition, % at 9.4 µM; in the data active means inhibition above about 12%;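 further: human Keap1 Kelch domain with fluorescein labeled Nrf2 9mer peptide probe; 0% = neutral control wells and 100% = peptide positive control; higher means more block of Keap1 binding to Nrf2 peptide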
V-ATPase pH – yeast V-ATPase proton transport regulation by pHLuorin; S. cerevisiae, pHLuorin cytosolic pH fluorescence; 350,000 compounds, 0.37% hits; response, % at 10 µM; in the data active means response mostly above about 7.3%, no sharp cut-off; inactive means mostly below about 5.4%; further: actives read high; inactives centre near 0; some compounds called inactive have numbers as strong as hits; reference of the scale not given here
CAL PDZ FP-1 – human CAL PDZ-peptide interaction inhibition; AID 504414; purified CAL PDZ, TMR-peptide fluorescence polarization, 1 h; inhibition, % at 20 µM; 330,000 compounds, 0.02% hits;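 active means highest replicate inhibition of at least 40%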;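 further: plate controls were DMSO neutral control wells for no effect and unlabeled competitor peptide control wells for full effect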
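Assay system – tagged CAL PDZ protein CerCALP, purified · Timing – 1 h at RT · Compound – single point, 20 µM · Measured by – fluorescence polarization from S- and P-plane intensities, G-factor corrected · Evaluation – inhibition from polarization loss · Probe or stimulus – TMR reporter peptide T*-PRC34 · Buffer or medium – pH 7.4 phosphate-saline buffer, reducing agent, detergent, IgG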
CAL PDZ FP-2 – CAL PDZ (human) peptide binding inhibition; Q9HD26; purified CAL PDZ, TMR-peptide fluorescence polarization, 1 h; inhibition, % at 24.9 µM; 300,000 compounds, 0.92% hits; AID 602252;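 active means mean inhibition of at least 30% with at least half of replicates also reaching 30%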;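 further: 0% = DMSO neutral control and 100% = excess unlabeled competitor peptide PRC23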
DAGLB inh – blocks human DAGLB lipase activity. 340,000 compounds, 0.059% hits. AID 504411. HEK293T DAGLB membrane lysate, EnzChek fluorogenic substrate. inhibition, % at 5.17 µM; in the data active means inhibition above about 34%;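 further: 0% = enzyme with vehicle and 100% = wells lacking enzyme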
NSD2 inh – blocks human histone methyltransferase NSD2. NSD2 peptide methylation, AlphaScreen, 120 min. O96028. 310,000 compounds, 0.54% hits. inhibition, % at 12.5 µM; in the data active means inhibition above about 50%
Target sequence (O96028 whole entry, looked up): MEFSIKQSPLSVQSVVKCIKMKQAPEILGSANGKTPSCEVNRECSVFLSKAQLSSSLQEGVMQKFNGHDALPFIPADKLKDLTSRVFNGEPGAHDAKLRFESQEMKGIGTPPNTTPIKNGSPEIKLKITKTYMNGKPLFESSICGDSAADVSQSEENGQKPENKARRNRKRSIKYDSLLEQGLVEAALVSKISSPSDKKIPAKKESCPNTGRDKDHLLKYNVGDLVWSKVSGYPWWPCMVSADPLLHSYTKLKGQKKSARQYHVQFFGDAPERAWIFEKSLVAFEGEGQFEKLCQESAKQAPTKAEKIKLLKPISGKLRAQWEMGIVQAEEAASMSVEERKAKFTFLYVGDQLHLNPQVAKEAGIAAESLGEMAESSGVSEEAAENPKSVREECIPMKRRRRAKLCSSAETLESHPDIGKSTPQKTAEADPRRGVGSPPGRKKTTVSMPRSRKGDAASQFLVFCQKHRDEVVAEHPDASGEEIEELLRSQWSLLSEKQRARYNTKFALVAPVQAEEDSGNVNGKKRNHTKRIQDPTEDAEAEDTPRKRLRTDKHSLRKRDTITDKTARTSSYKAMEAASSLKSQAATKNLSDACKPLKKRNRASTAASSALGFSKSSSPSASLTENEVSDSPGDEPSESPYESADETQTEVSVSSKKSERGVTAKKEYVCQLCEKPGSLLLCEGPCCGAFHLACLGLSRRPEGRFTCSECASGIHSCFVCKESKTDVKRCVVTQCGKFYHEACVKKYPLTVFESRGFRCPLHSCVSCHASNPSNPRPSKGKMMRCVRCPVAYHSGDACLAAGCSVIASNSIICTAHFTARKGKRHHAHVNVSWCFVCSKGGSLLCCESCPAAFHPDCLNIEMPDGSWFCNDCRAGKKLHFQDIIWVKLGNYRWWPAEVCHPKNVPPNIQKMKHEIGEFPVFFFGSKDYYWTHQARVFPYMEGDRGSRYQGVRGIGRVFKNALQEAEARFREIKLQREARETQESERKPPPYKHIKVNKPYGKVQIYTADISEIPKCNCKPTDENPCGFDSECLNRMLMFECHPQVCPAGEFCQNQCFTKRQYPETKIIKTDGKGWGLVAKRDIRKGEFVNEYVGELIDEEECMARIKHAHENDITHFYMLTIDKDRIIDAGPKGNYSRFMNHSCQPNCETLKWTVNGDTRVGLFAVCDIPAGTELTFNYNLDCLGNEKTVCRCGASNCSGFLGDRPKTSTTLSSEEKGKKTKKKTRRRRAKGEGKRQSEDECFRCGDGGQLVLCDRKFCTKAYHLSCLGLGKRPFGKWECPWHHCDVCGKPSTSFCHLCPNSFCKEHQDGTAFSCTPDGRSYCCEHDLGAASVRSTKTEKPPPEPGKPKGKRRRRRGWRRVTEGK
Arr AP2 block – blocks beta-arrestin peptide binding to AP2 adaptin; inhibition, % at 10 µM; FITC-arrestin peptide / GST-AP2 beads, flow cytometry; AP2 beta2 appendage carries R879A mutation; 340,000 compounds, 0.31% hits;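 active means inhibition above a set limit, near 3 SD of compounds lacking own fluorescence, cut at about 54% in these data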;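 further: plate controls were DMSO wells for no effect and 5 µM unlabelled arrestin peptide for full effect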
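test system = AP2 appendage R879A on GSH beads | buffer or medium = PBS plus Tween 20 (0.05%) and BSA (0.1%) | incubation = 12 min plus 1 h, RT | detection = bead flow cytometry, FITC channel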
Pemphigus Ab inh – inhibitors of pemphigus antibody binding to human desmoglein-3 | P32926 | AID 588358 | binding (percent of control), % at 10 µM | DSG3-coupled beads, scFv-anti-DSG3-GFP binding, flow cytometry; hits give low values | 310,000 compounds, 0.48% hits;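 active means binding more than 3 SD below its plate's average and above zero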;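 further: hits lower antibody fragment binding to DSG3; some compounds called inactive have numbers as strong as hits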
* marks the source's active call; other numbers are inactive results; . = no result given. Some of the compounds tested. The share of hits here may be higher or lower than overall.

SMILES	LANA DNA inh	RTF Ca sens inh	Keap1 Nrf2 FP	V-ATPase pH	CAL PDZ FP-1	CAL PDZ FP-2	DAGLB inh	NSD2 inh	Arr AP2 block	Pemphigus Ab inh
CCNC(=O)NC(=O)C(C)Sc1nc2ccccc2c(=O)n1-c1cccnc1 (configuration not stated)	-0.6	-6	4	0	0.2	.	1	0	3	.
S=C(Nc1ccc(Cl)cc1Cl)N1CCCC1	-1.3	-4	1	1	-0.7	-1	-3	-2	26	104
Cc1ccc(N(CC(=O)NCc2ccco2)C(=O)CCC(=O)Nc2nccs2)c(C)c1	-0.6	-6	-1	-4	-0.1	-5	1	-1	22	105
O=C(CCNC(=O)c1ccc(Br)cc1)NCC(c1ccco1)N1CCCCC1 (configuration not stated)	0.2	3	2	-1	-1.6	.	1	0	16	96
CCc1nnc(NC(=O)CSc2ncc(-c3ccccc3)n2C)s1	-1.1	-7	4	-1	-2.1	-3	0	-3	1	100
CC(C)(C)c1ccc2c(c1)N(CC(=O)N1CCCC1)C(=O)CO2	-1.9	-14	-3	0	-2.5	-2	1	-1	5	103
O=C(CNC(=S)N(CCCN1CCOCC1)Cc1cccs1)NCc1ccc(Cl)cc1	-0.4	-4	-6	-2	-1.5	-4	-2	9	-49	102
CCOC(=O)c1ccc(NC(=O)NCc2c(C)nn(CC)c2C)cc1	0.7	-4	-5	2	-0.4	-2	2	-8	6	.
Cc1ccccc1N1CCN(C2CCCN(C(=O)CCc3c(C)noc3C)C2)CC1 (configuration not stated)	-3.3	2	0	-4	-1.9	0	-3	-2	4	102
O=C1NC[C@H](Cc2ccccc2)N(C[C@H]2CCCN2C[C@H](Cc2ccccc2)N2C[C@H](Cc3ccccc3)N(CCc3ccccc3)C(=O)C2=O)C1=O	0.0	-8	-4	2	-1.4	-6	8	.	28	111
CCOC(=O)C1CCN(S(=O)(=O)Cc2ccccc2)CC1	-0.8	-6	-2	1	-0.4	-5	-2	13	8	92
N#C/C(=N\Nc1ccc(Br)cc1)C(=N)N1CCOCC1	0.1	-5	-2	1	-3.0	-4	2	8	14	100
Cc1cc(C)c(NC(=O)COC(=O)/C=C/c2cccc(C(F)(F)F)c2)c(C)c1	4.1	-13	2	-2	0.7	-2	1	-1	12	104
Cc1cccc(C(=O)OCC(=O)Nc2ccc3c(c2)OCCO3)c1O	-0.8	-1	2	1	0.7	.	-6	0	4	99
COc1ccc(CC(=O)Nc2ccc(N3CCOCC3)cc2)cc1OC	-2.2	-5	-2	-1	-0.5	-4	1	1	1	.
Cc1cccc[n+]1CC(=O)c1ccc(NC(=O)c2ccccc2)cc1	0.2	-10	-2	3	0.6	-1	-4	.	-9	87
COc1ccc(C=O)cc1OC(=O)C1(C)Cc2ccccc2C(=O)O1 (configuration not stated)	-0.9	5	0	5	-1.1	9	1	-1	-41	97
COc1ccc(OCc2cc(C(=O)N(C)Cc3nnc(C)o3)no2)c(Cl)c1	-1.2	-3	-5	-2	-0.4	-4	3	0	-11	.
O=C(O)CCCCCCNS(=O)(=O)c1ccccc1	-1.1	-16	0	2	-1.3	3	1	-1	9	100
COC(=O)c1cn(NC(=O)/C=C/c2cc(OC)ccc2OC)c(=O)c2ccccc12	0.4	6	-6	4	-0.4	-4	-8	-6	15	95
O=C(Nc1ccc(C(F)(F)F)cc1)c1ccccc1Br	-1.1	-1	0	0	-0.3	7	-3	-2	8	102
Cc1ccc2nc3cc([N+](=O)[O-])cc([N+](=O)[O-])c3cc2c1	2.4	-9	-1	9	-1.6	-2	8	27	19	96
O=C(c1ccc2c(c1)N(Cc1ccccc1)C(=O)c1ccccc1S2)N1CCCC1	0.0	-17	4	7	-2.0	.	-1	-2	-10	106
CCCCN(CC)S(=O)(=O)c1ccccc1	-0.5	3	0	-4	-2.6	-1	-2	0	30	102
CNC(=S)NNC(=O)c1ccccc1Br	0.7	-7	-3	-2	0.1	1	-2	-3	-4	100
Cc1ccccc1-c1ccc(=O)n(CC(=O)Nc2ccc(S(=O)(=O)N(C)C)cc2)n1	0.8	-10	-4	-3	-0.1	13	-1	0	7	102
CCCCS/C(N)=N/N=C/c1cc(C)ccc1O	-0.1	-4	-4	0	-0.2	-3	-10	5	23	99
CCc1nc(CN(C)C(=O)C2CCC(=O)N(Cc3cccc(F)c3)C2)no1 (configuration not stated)	-1.3	-2	0	4	-2.6	1	-2	-1	-1	.
Cn1ccnc1SCC(=O)NC1(C#N)CCCCC1	0.4	-10	-3	0	-0.9	-6	1	-2	-15	101
Cc1c(/C=C2\SC(=Nc3cccc(C(=O)O)c3)NC2=O)c2ccccc2n1C	-2.8	-5	0	-11	0.6	3	5	22	22	93
COc1ccc(CCNC(=O)COc2cc(C)cc3oc(=O)c(C)c(C)c23)cc1OC	-0.5	-2	-1	-2	-0.4	-1	0	.	10	98
Cc1cccc(N=Nc2c(N)n[nH]c2-c2ccc(Cl)cc2)c1	-1.9	1	-4	-4	0.0	-8	5	-1	3	101
Cc1cc(NC(=O)CN2C(=O)/C(=C/c3cccc(Br)c3)SC2=S)no1	1.5	-8	-4	0	-0.5	-3	2	-2	5	106
COc1cc(C(CC(=O)N2CCOCC2)c2c(OC)cc(OC)c3ccc(=O)oc23)cc(OC)c1OC (configuration not stated)	0.5	-10	-4	4	0.2	0	-5	.	24	94
O=CN1CCN(C(=O)c2ccc(-c3nc4ccccc4s3)s2)CC1	-1.5	-9	-6	-1	-0.9	.	-2	3	-26	100
COc1ccc(Cl)cc1NC(=O)Cn1c(NCCO)nc2ccccc21	-1.0	-4	-4	-1	4.7	-3	0	-1	-12	.
O=C(CCN1C(=O)/C(=C/c2ccc3c(c2)OCO3)SC1=S)Nc1ccccc1	0.2	-2	-6	1	0.8	-6	-2	1	3	97
COc1ccc(-c2nnc3sc(-c4ccccc4OC)nn23)cc1	1.3	-2	4	6	-0.5	-3	-3	-4	11	102
CCOC(=O)C1=C(CC)OC(N)=C(C#N)C1c1ccsc1 (configuration not stated)	0.0	-7	-1	-2	-0.6	-3	-2	-2	6	102
Cc1ccc(NC(=O)c2ccc(=O)n(CC(=O)Nc3ccccc3)n2)cc1	2.8	-1	0	-3	-2.2	-2	1	-1	-6	102

The list goes on, overlapping the part above by seven compounds.
SMILES	LANA DNA inh	RTF Ca sens inh	Keap1 Nrf2 FP	V-ATPase pH	CAL PDZ FP-1	CAL PDZ FP-2	DAGLB inh	NSD2 inh	Arr AP2 block	Pemphigus Ab inh
COc1cc(C(CC(=O)N2CCOCC2)c2c(OC)cc(OC)c3ccc(=O)oc23)cc(OC)c1OC (configuration not stated)	0.5	-10	-4	4	0.2	0	-5	.	24	94
O=CN1CCN(C(=O)c2ccc(-c3nc4ccccc4s3)s2)CC1	-1.5	-9	-6	-1	-0.9	.	-2	3	-26	100
COc1ccc(Cl)cc1NC(=O)Cn1c(NCCO)nc2ccccc21	-1.0	-4	-4	-1	4.7	-3	0	-1	-12	.
O=C(CCN1C(=O)/C(=C/c2ccc3c(c2)OCO3)SC1=S)Nc1ccccc1	0.2	-2	-6	1	0.8	-6	-2	1	3	97
COc1ccc(-c2nnc3sc(-c4ccccc4OC)nn23)cc1	1.3	-2	4	6	-0.5	-3	-3	-4	11	102
CCOC(=O)C1=C(CC)OC(N)=C(C#N)C1c1ccsc1 (configuration not stated)	0.0	-7	-1	-2	-0.6	-3	-2	-2	6	102
Cc1ccc(NC(=O)c2ccc(=O)n(CC(=O)Nc3ccccc3)n2)cc1	2.8	-1	0	-3	-2.2	-2	1	-1	-6	102
CCCN1C2CCCC1CC(NC(=O)c1ccc(F)cc1)C2 (configuration not stated)	1.0	10	0	6	.	-2	1	10	-11	108
COc1ccccc1-c1cc(C(=O)NCCCn2ccnc2)no1	0.3	-3	-4	-2	-0.1	.	0	13	-2	101
CCc1nc(N2CCN(C(=O)c3ccco3)CC2)c(C#N)c2c1COC(C)(C)C2	-0.5	-7	1	1	-4.1	-5	-3	3	38	.
COc1ccc(CC(=O)Nc2ccc3nc(SC)sc3c2)cc1OC	1.2	0	-3	-2	-4.1	-4	2	-2	-3	105
C/C(CCc1ccco1)=N/NC(=O)CCC(=O)Nc1ccc(Br)cc1	-1.1	-4	-7	-1	-2.8	-3	1	11	-1	86
Cc1ccc(NC(=O)CSc2nnc(-c3ccncc3)o2)cc1C	-0.4	.	2	2	-0.1	1	.	0	11	99
CC(C)CC(NC(=O)/C(=C\c1ccco1)NC(=O)c1ccco1)C(=O)O (configuration not stated)	1.4	-4	0	3	-0.8	7	-2	0	7	88
COC(=O)C1Cc2c([nH]c3ccccc23)C2CCC(=O)N12 (configuration not stated)	.	.	.	2	.	.	1	-2	.	103
N#CC(c1ccncc1)(c1ncc(C(F)(F)F)cc1Cl)N1CCOCC1 (configuration not stated)	0.8	-3	3	1	0.7	2	3	21	-3	97
CCN1CCN(c2ccc(NC(=O)c3ccc4c(c3)OCO4)cc2)CC1	1.5	-1	1	6	0.4	.	0	5	8	100
CCOc1ccccc1C(=O)NCC(=O)OCC(=O)N1CCCC1	0.6	2	-2	-1	0.1	44*	0	-1	5	96
CS(=O)(=O)ON=C1CCN(S(=O)(=O)c2ccccc2)CC1	0.9	4	-1	3	-0.4	2	2	1	-11	104
O=S(=O)(Nc1ccc(N2CCOCC2)cc1)c1ccc(Cl)s1	-1.1	6	0	-2	-2.5	-1	1	1	4	98
CCc1nnc(N/N=C/c2c(F)cccc2Cl)n1N	0.8	2	-3	-4	-0.7	5	0	-6	1	116
CC(C)CN(C(=O)CC(C)c1ccccc1)c1c(N)n(Cc2ccccc2)c(=O)[nH]c1=O (configuration not stated)	.	0	.	2	-0.9	0	4	-9	-15	103
COc1ccc(NS(=O)(=O)c2cc(NC(=O)CCSc3ccccc3)ccc2OC)cc1	-1.2	2	0	2	-1.2	-3	-2	-3	7	106

Single entries from the list:
V-ATPase pH result of CCCN1C2CCCC1CC(NC(=O)c1ccc(F)cc1)C2 (configuration not stated) reads 6
LANA DNA inh result of O=CN1CCN(C(=O)c2ccc(-c3nc4ccccc4s3)s2)CC1 reads -1.5
